Screening data deposited in PubChem by The Scripps Research Institute Molecular Screening Center.
FBW7 activator – human FBW7 E3 ligase activation, primary screen. AlphaScreen FBW7–phospho-cyclin E peptide binding, activator screen. AID 1259310. Q969H0. 650,000 compounds, 0.13% hits. normalized activity (activation), % at 26.1 µM; in the data active = normalized activity above about 1.9%;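 also: purified mutant Fbw7 with reduced substrate affinity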
Target sequence (Q969H0 whole entry, looked up): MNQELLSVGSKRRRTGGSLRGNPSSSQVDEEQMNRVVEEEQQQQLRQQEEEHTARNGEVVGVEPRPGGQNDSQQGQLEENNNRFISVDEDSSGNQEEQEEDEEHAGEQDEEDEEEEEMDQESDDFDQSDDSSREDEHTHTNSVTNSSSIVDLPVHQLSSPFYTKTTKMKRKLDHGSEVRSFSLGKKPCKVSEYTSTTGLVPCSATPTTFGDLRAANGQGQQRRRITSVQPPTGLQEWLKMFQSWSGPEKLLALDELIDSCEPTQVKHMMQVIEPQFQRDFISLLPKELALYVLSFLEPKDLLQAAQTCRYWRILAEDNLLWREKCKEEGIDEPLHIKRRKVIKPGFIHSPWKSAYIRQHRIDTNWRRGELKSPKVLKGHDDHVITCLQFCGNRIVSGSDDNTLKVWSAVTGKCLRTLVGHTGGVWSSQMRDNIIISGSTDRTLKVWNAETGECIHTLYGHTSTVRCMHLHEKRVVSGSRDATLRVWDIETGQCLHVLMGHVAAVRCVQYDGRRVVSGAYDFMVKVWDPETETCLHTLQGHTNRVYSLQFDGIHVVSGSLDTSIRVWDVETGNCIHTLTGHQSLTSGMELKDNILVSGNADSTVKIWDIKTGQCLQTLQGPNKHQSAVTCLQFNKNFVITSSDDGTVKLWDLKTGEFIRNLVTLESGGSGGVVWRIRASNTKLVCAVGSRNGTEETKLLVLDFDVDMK
MITF primary – inhibitors of human MITF; inhibition, % at 2.6 µM; AlphaScreen MITF homodimerization, bead proximity signal; 650,000 compounds, 0.91% hits; AID 1259374; in the data active = inhibition above about 50%;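 also: 0% = vehicle wells with protein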
TEAD-YAP block – TEAD-YAP interaction inhibition. HEK-TIYL cells, TEAD-Gal4/YAP UAS-luciferase luminescence. inhibition, % at 9.12 µM. 640,000 compounds, 1.4% hits; in the data active = inhibition above about 32%;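 also: 0% = median of test compound wells and 100% = reference inhibitor wells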
GPR151 activ – activates the human receptor GPR151. Q8TDV0. PathHunter beta-arrestin GPR151 cells, luminescence. activation, % at 11.2 µM. 650,000 compounds, 1% hits; in the data active = activation above about 4.9%;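 also: 0% = median of compound wells and 100% = cells with positive control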
Target sequence (Q8TDV0 whole entry, looked up): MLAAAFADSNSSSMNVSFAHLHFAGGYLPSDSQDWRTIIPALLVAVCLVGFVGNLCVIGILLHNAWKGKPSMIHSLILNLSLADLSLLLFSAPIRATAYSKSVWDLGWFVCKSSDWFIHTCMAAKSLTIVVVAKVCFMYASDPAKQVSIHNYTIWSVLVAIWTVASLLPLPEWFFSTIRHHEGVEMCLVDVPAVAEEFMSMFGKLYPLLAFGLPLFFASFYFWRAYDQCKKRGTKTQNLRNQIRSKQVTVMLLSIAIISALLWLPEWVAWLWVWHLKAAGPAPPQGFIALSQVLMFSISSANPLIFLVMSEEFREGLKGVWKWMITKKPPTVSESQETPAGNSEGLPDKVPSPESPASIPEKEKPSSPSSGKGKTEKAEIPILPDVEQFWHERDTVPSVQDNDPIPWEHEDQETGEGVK
* marks the source's active call; other numbers are inactive results.

SMILES	FBW7 activator	MITF primary	TEAD-YAP block	GPR151 activ
CCC(Sc1nnc(C)n2c1cc1oc(C)cc12)C(=O)N1CCOCC1 (configuration not stated)	0.1	0	4	0.3
O=C1CSC(c2cccc(C(F)(F)F)c2)N1c1cccc(F)c1 (configuration not stated)	0.1	-4	-6	-1.4
C/C(=N\NC(=O)c1ccccc1[N+](=O)[O-])c1ccc(C)cc1	0.6	7	-1	1.6
COc1ccc(OCC(=O)Oc2ccc3c(c2)C(C)=CC(C)(C)N3)cc1	-0.9	36	-5	-0.7
CCCc1nn2c(=O)cc(O)nc2s1	-0.1	-3	-2	-0.4
CCCCCCNC(=O)CNC(=O)CNS(=O)(=O)c1ccc(C)cc1	-0.1	13	9	1.6
CC(=O)Nc1ccc(C(=O)/C=C/c2ccc(-c3ccccc3[N+](=O)[O-])o2)cc1	0.2	10	10	-1.4
O=C1C2C3C=CC(CC3)C2C(=O)N1c1ccc(F)cc1 (configuration not stated)	0.0	10	1	-0.1
COc1cc(C2C(C#N)=C(N)Oc3n[nH]c(C)c32)cc(Br)c1OCc1ccccc1 (configuration not stated)	0.0	2	-4	-0.4
COc1cc(CNc2ncc(-c3ccc(Br)cc3)n2C)cc(OC)c1OC	0.1	38	13	2.3
CCC(=O)N(CCc1ccc(OC)cc1)C1CC(=O)N(c2ccc(Br)cc2)C1=O (configuration not stated)	0.1	-1	6	0.5
Cc1cc(C)n2nc3nc(N4CCC(C)CC4)nc(-c4ccccc4)c3c2n1	0.1	8	8	-0.8
CC1(C)CC(=O)C2=C(C1)N(CCN1CCOCC1)C1=C(C(=O)CC(C)(C)C1)C2c1ccc(Cl)c([N+](=O)[O-])c1	0.3	15	2	-0.2
O=C(NCCN1CCN(Cc2ccccc2Cl)CC1)C(=O)Nc1ccc(Br)cc1	-0.1	9	-1	-0.3
CC(c1ccon1)N(C)C(=O)C1CC(Cc2ccc(F)cc2)=NO1 (configuration not stated)	0.1	4	-24	-0.9
COCCNC(=O)C(=O)Nc1ccc(C(C)(C)C)cc1	0.0	4	-64	1.9
O=C(c1cccc(F)c1)N(CCCn1ccnc1)c1nc2ccc(F)cc2s1	-0.2	4	11	1.0
Cc1cccc(C)c1NC(=O)c1ccc([N+](=O)[O-])cc1	-0.1	13	5	2.8
COc1ccc(N(C(=O)c2ccc(C(C)(C)C)cc2)S(=O)(=O)c2ccc(C)cc2)cc1	0.0	14	2	-0.1
COc1ccc(C2CC(=O)N3CN(CCC(C)C)CSC3=C2C#N)cc1OC (configuration not stated)	0.1	5	2	-1.4
C=CCNC(=O)CN(c1cc(OC)ccc1OC)S(=O)(=O)c1ccccc1	0.6	14	7	-0.3
COc1ccccc1-c1ccc2c(-c3ccc(C(=O)N4CCN(C)CC4)cc3)[nH]nc2n1	-0.3	11	4	-0.5
O=C(COC(=O)c1ccco1)c1ccc([N+](=O)[O-])cc1	-0.2	1	5	-2.2
CCC(=O)N1c2ccccc2NC2=C(C(=O)CC(C)(C)C2)C1c1ccc(-c2ccc([N+](=O)[O-])cc2Cl)o1 (configuration not stated)	0.3	0	1	-1.9
CCOC(=O)c1c(NC(=O)C#Cc2ccccc2)sc2c1CCCC2	0.0	-6	-7	0.1

Further records:
SMILES	FBW7 activator	MITF primary	TEAD-YAP block	GPR151 activ
CCCCn1c(SCC(=O)Nc2nnc(C)s2)nnc1-c1ccccc1	0.0	-4	-6	1.7
COCCN(CCOC)S(=O)(=O)c1ccc(C(=O)Nc2sc3c(c2C(=O)OC)CCN(C(C)=O)C3)cc1	-0.1	8	18	-1.0
O=C(NC1CC1)c1nnc(Cc2ccc(F)cc2)o1	-0.1	-3	-1	-0.4
CCOC(=O)N1CCN(c2nc(N)c(C#N)c(CC#N)c2C#N)CC1	0.2	4	-8	-0.3
CC1(C)Oc2ccc(C(=O)Nc3ccccc3)cc2N(CC(=O)NCc2ccccc2)C1=O	-0.1	3	0	-0.1
O=C(CSc1nc2ccccc2c(=O)n1Cc1cccs1)NCc1ccco1	-0.2	-17	0	0.1
Cc1ccc(S(=O)(=O)N(CC(=O)N(C)C)c2cccc([N+](=O)[O-])c2)cc1	-0.1	-6	13	-0.9
CCOC(=O)c1c(NC(=O)C(C)Sc2nnc(CNC(=O)c3cccs3)n2CCc2ccccc2)sc2c1CCCC2 (configuration not stated)	0.3	-12	-4	0.0
CCOC(=O)c1sc2nc(N)c(C#N)c(-c3ccc(Cl)cc3)c2c1N	-0.1	-2	2	6.6*
Cc1cccc(C(=O)Nc2ccc3nc(SCc4ccc(I)cc4)sc3c2)c1	0.0	-3	5	-0.8
COC(=O)C1=C(C)NC(C)=C(C(=O)OC)C1c1cn(-c2ccccc2)nc1-c1ccc(Cl)cc1	-0.1	-5	-18	-0.4
CCSc1nnc(NC(=O)c2cc(S(=O)(=O)N3CCCCC3)ccc2Cl)s1	0.3	57*	-7	-1.0
Cc1cccc(NC(=O)COc2ccc(S(=O)(=O)NC3CCCCC3)cc2)c1	-0.1	-2	4	1.3
CN1CCN(C(=O)c2ccc(-c3cnc4[nH]c(=O)n(CC5CC5)c4n3)cc2)CC1	-0.6	-7	2	1.5
CC1CN(S(=O)(=O)c2ccc(C(=O)Nc3nc4c(cc5c6c(cccc64)CC5)s3)cc2)CC(C)O1 (configuration not stated)	1.1	7	-3	-0.5
O=c1[nH]c2nc(-c3ccco3)cnc2n1C1CCCCC1	0.5	13	5	0.2
CC(=O)N1CCSc2cc(S(=O)(=O)NC3CCCC3)ccc21	-0.1	15	1	-0.8
COCCCNc1ncnc2c1c(-c1ccccc1)cn2-c1ccc(F)cc1	0.3	9	-12	-0.7
COC(=O)c1ccc(C(=O)Nc2nc3c(OC)cc([N+](=O)[O-])cc3s2)cc1	-0.1	9	1	0.3
Cc1ccccc1OCC(=O)N1N=C2CCCCCC2C1(O)C(F)(F)F (configuration not stated)	0.3	12	3	-0.5
CCC(C)c1ccccc1NC(=O)c1ccc(CO)cc1 (configuration not stated)	-0.1	2	4	0.2
CN(C)C(=O)Cn1nc(-c2cccs2)n(-c2cccnc2)c1=O	0.4	-1	2	-1.0
N#Cc1c(NC(=O)CCN2CCOCC2)sc2c1CCCCC2	0.1	7	2	-2.1
CC1CCN(C(=O)C2CCN(S(=O)(=O)c3cccc4cccnc34)CC2)CC1	0.1	5	5	0.0
O=C1N[C@H](CO)C(=O)N2CCN(C(=O)c3cccc4ccccc34)C[C@H]12	0.2	-15	0	-0.5

12 entries already listed, ordered by length of the SMILES, highest first.
SMILES	FBW7 activator	MITF primary	TEAD-YAP block	GPR151 activ
CCOC(=O)c1c(NC(=O)C(C)Sc2nnc(CNC(=O)c3cccs3)n2CCc2ccccc2)sc2c1CCCC2 (configuration not stated)	0.3	-12	-4	0.0
COCCN(CCOC)S(=O)(=O)c1ccc(C(=O)Nc2sc3c(c2C(=O)OC)CCN(C(C)=O)C3)cc1	-0.1	8	18	-1.0
COC(=O)C1=C(C)NC(C)=C(C(=O)OC)C1c1cn(-c2ccccc2)nc1-c1ccc(Cl)cc1	-0.1	-5	-18	-0.4
Cc1ccc(S(=O)(=O)N(CC(=O)N(C)C)c2cccc([N+](=O)[O-])c2)cc1	-0.1	-6	13	-0.9
CN1CCN(C(=O)c2ccc(-c3cnc4[nH]c(=O)n(CC5CC5)c4n3)cc2)CC1	-0.6	-7	2	1.5
COC(=O)c1ccc(C(=O)Nc2nc3c(OC)cc([N+](=O)[O-])cc3s2)cc1	-0.1	9	1	0.3
O=C1N[C@H](CO)C(=O)N2CCN(C(=O)c3cccc4ccccc34)C[C@H]12	0.2	-15	0	-0.5
Cc1cccc(NC(=O)COc2ccc(S(=O)(=O)NC3CCCCC3)cc2)c1	-0.1	-2	4	1.3
CCOC(=O)N1CCN(c2nc(N)c(C#N)c(CC#N)c2C#N)CC1	0.2	4	-8	-0.3
Cc1ccccc1OCC(=O)N1N=C2CCCCCC2C1(O)C(F)(F)F (configuration not stated)	0.3	12	3	-0.5
CCCCn1c(SCC(=O)Nc2nnc(C)s2)nnc1-c1ccccc1	0.0	-4	-6	1.7
O=C(NC1CC1)c1nnc(Cc2ccc(F)cc2)o1	-0.1	-3	-1	-0.4

Additional records
SMILES	FBW7 activator	MITF primary	TEAD-YAP block	GPR151 activ
CCOc1ccc(N2C(=O)c3ccccc3NC2c2ccc(C(=O)OC)cc2)cc1 (configuration not stated)	0.1	1	-3	0.1
CN(Cc1ccccc1)c1cc(-c2cccnc2)nc(-c2ccncc2)n1	0.1	7	-1	1.1
COc1ccc(Br)cc1C(=O)N/N=C/c1cccc([N+](=O)[O-])c1	-0.1	0	6	-0.1
CCCC(=O)Oc1ccc2c(c1)c(C(=O)OCC)c(C)n2C	0.0	-5	-4	-0.6
O=C(O)c1ccccc1C(=O)c1ccc(Cl)c([N+](=O)[O-])c1	0.0	4	3	1.2
COc1ccc(/C(O)=C2/C(=O)C(=O)N(CCCO)C2c2ccccc2)cc1 (configuration not stated)	0.1	21	11	0.5
O=C(O)c1ccc(-c2ccc(Cl)cc2Cl)o1	-0.2	13	15	0.4
COc1cccc(/C=C/C(=O)Nc2ccc3[nH]ncc3c2)c1	-0.1	-3	7	0.6
Cc1cc(C)c(C#N)c(Nc2cccc(Cl)c2C)n1	0.2	-2	-15	0.7
CCOc1ccc(NC(=O)C2=C(C)NC(=O)NC2c2ccccc2Cl)cc1 (configuration not stated)	0.1	-13	33*	0.7
O=C(N/N=C(/c1ccccc1)C12CN3CN(CN(C3)C1)C2)c1ccc([N+](=O)[O-])cc1	0.1	18	5	-0.4
N#CC1=C(N)C(C#N)(C#N)C(c2ccc([N+](=O)[O-])cc2)C2CN(Cc3ccccc3)CC=C12 (configuration not stated)	-0.2	7	14	-1.0
CC(=O)N(CC(O)CO)c1c(I)c(C(=O)NCCO)c(I)c(C(=O)NCC(O)CO)c1I (configuration not stated)	0.1	-7	-5	-1.4
O=C(CSc1nc2ccccc2c(=O)n1CC1CCC(C(=O)NCCc2ccccc2)CC1)Nc1ccccc1C(F)(F)F (configuration not stated)	-0.1	12	-3	-0.6
CCc1ccc2nc(NC3=NCN(CCCN4CCOCC4)CN3)nc(C)c2c1	-0.1	2	-3	-0.4
COC(=O)c1ccc(-c2cnn3c(NCc4ccc(OC)cc4)ccnc23)cc1	0.2	17	4	0.3
CCOC(=O)c1cnc2cc(C(F)(F)F)ccc2c1Nc1ccc(Br)cc1C	0.2	4	-6	0.6
CCOc1ccc(NC(=O)c2cc(-c3ccc(Cl)c(Cl)c3)nc3ccccc23)cc1	0.2	-13	4	0.0
COC(=O)C1=C(N)OC2=C(C(=O)CC(c3ccccc3)C2)C1c1ccc(Cl)c([N+](=O)[O-])c1 (configuration not stated)	0.0	22	2	0.7
CCCC(=O)N1CCCC(c2nnc(-c3ccc4c(c3)OCO4)o2)C1 (configuration not stated)	0.3	18	-19	-1.5
COc1ccccc1CNC(=O)c1c[nH]c(=O)n(C)c1=O	-0.1	-5	-5	-0.5
Cc1ccc(CNS(=O)(=O)c2ccc(F)c(C(=O)Nc3ccc(Br)cc3F)c2)cc1	-0.1	-3	-4	0.1
Cc1nn(CC(=O)NCCCN(C)C2CCCCC2)c(=O)c2cccn12	0.0	0	-1	-0.6
COc1ccc(NC(C)=O)cc1NC(=O)CN1CCN(c2ccc(Cl)cc2)CC1	-0.1	7	-2	-0.2
COc1ccc(CCN2CCC(N(CCN(C)C)C(=O)NC(C)C)CC2)cc1	0.7	13	4	-0.6

Next part:
SMILES	FBW7 activator	MITF primary	TEAD-YAP block	GPR151 activ
CCn1c2ccccc2c2nnc(SCC(=O)Nc3cccc(C(F)(F)F)c3)nc21	-0.1	-6	-5	-1.8
COc1ccc(OC)c(/C=N\NC(=O)c2cc(C(C)(C)C)[nH]n2)c1	0.6	21	4	-0.7
Cc1ccccc1C(OCC(O)CNCc1ccccn1)c1ccccc1 (configuration not stated)	-1.2	51*	-7	2.3
CC(=O)c1cccc(-n2nnnc2SCC(=O)Nc2nc(C)c(C)s2)c1	-0.2	7	0	-0.5
N#C/C(=C\c1ccc(N2CCCCC2)c([N+](=O)[O-])c1)C(=O)Nc1ccc2c(c1)OCCO2	-0.1	4	1	1.8
Cc1ccc(N(CC(=O)N2CCN(c3ccccc3F)CC2)S(C)(=O)=O)cc1Cl	-0.1	6	11	-1.7
Clc1ccccc1CSc1ncnc2nc[nH]c12	0.6	-1	-1	-1.7
CCc1ccccc1NC(=O)CSc1nnc(-c2cccc(OC)c2)n1C	0.0	7	0	-1.6
CN(CC(=O)O)S(=O)(=O)c1ccc2c(c1)NC(=O)CC(=O)N2	-0.1	6	0	-0.8
COc1ccc(-c2nc(NCc3ccccc3)c3ncn(C4CCCCC4)c3n2)cn1	0.2	8	-3	-0.2
C=CCn1c(SC)nc(O)c(Cc2ccccc2)c1=O	0.0	10	-5	2.8
CCN1/C(=C/c2ccc3ccccc3[n+]2CC)C=Cc2ccccc21	-0.3	20	88*	3.7
Cc1cc(C)nc(NC(=O)c2ccc([N+](=O)[O-])o2)n1	0.2	28	16	-0.4
CCNCc1cc(Br)ccc1OC	0.3	14	9	1.3
COC(=O)Cc1nc(NC2CCCCCC2)c2c(C)c(C)sc2n1	0.2	18	-3	0.7
CC1=C(C(=O)OCCc2ccccc2)C(c2ccc(C)s2)C2=C(CCCC2=O)N1 (configuration not stated)	0.0	-11	0	0.2
CC(C)(C)OC(=O)NC(CC(N)=O)C(N)=O (configuration not stated)	0.0	-6	-2	-1.3
Cc1cc(NC(=O)CC(CN(C)S(=O)(=O)c2ccccc2)c2ccccc2)no1 (configuration not stated)	0.0	-8	3	1.3
Cc1nn(CC(=O)c2ccc(OC(F)F)cc2)c(C)c1[N+](=O)[O-]	0.1	-7	-4	0.5
Cc1occc1C(=O)NC(C)CCc1ccccc1 (configuration not stated)	1.0	15	3	-1.5
Cc1c(NC(=O)C(C)n2nc(C(=O)O)c3ccccc3c2=O)c(=O)n(-c2ccccc2)n1C (configuration not stated)	0.7	2	8	-1.3
